# Screening results from PubChem BioAssay.
# SUMO1-SIM PPI: modulators of human SUMO1-mediated protein-protein interactions. actives 0.33% (n = 360,000). SUMO1 binding to a labelled peptide, TR-FRET, 1 h. inhibition, % at 20 µM; in the data active = inhibition above about 37%
# Target sequence (P63165 whole entry, looked up): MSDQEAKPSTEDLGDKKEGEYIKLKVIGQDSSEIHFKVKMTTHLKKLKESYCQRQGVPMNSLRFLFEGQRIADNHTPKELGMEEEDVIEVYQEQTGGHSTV
# Neddylation inh: inhibitors of human cullin neddylation | P61081+Q13564 | TR-FRET cullin neddylation, biochemical | calls only at 25 µM | actives 0.58% (n = 360,000) | AID 651699; in the data active = inhibition above about 36%
# SKN-1 block: blocks SKN-1 activity in C. elegans; C. elegans VP596 Pgst-4::GFP/RFP ratio, acrylamide-induced, 24 h; inhibition, % at 21.8 µM; AID 624304; actives 0.49% (n = 360,000);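 active = interference check ratio from 0.5 to 1.5 plus GFP to RFP signal ratio inhibition reaching or exceeding a fixed threshold, cut at about 30% in these data, passing the limit was not always enough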; also: some compounds called inactive have numbers as strong as hits
# CendR NRP1 mod: NRP-1/CendR interaction modulation; O14786; FAM-RPARPAR peptide binding to NRP-1, fluorescence polarization; AID 602438; inhibition, % at 25 µM; actives 0.85% (n = 360,000);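 active = inhibition or corrected inhibition above about 18%, plus a signal ratio from 0.5 to 1.5, limit read from the data, passing the limit was not always enough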; also: strong numbers were not always called active
# STEP block: inhibitors of human striatal-enriched phosphatase STEP. recombinant STEP, OMFP fluorogenic substrate, fluorescence. inhibition, % at 20 µM. actives 0.25% (n = 360,000);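 active = inhibition at 20 µM, scaled per plate between control wells, above about 37%, limit read from the data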;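 also: 0% = DMSO with enzyme and substrate and 100% = substrate only without enzyme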
# Target sequence (P54829 whole entry, looked up): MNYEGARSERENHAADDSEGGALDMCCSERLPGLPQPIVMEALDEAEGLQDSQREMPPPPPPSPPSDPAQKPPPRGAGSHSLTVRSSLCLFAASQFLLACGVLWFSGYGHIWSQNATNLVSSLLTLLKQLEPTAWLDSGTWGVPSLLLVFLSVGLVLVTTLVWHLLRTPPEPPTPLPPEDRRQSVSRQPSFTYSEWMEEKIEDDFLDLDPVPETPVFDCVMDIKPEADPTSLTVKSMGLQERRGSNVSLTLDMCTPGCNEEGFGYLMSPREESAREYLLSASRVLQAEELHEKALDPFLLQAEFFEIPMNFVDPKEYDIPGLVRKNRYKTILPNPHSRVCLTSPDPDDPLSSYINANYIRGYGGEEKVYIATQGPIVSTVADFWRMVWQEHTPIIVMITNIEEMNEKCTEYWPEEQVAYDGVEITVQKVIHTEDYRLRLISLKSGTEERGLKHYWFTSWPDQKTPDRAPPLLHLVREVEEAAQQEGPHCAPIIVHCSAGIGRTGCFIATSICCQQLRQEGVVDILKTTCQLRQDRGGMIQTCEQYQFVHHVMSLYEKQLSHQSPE
#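 Measure: Control-normalized % inhibition with plate pattern correction | Test system: STEP phosphatase, cell-free reaction | Medium: pH 6.0 Bis-Tris with DTT and Tween 20 | Technique: Fluorescence, 480/540 nm | Times: Reaction 20 min, ambient temperature | Doses: Single compound dose of 20 µM, 1% DMSO final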
# Tb MetRS inh: Trypanosoma brucei MetRS inhibition; purified T. brucei MetRS, ATP depletion, Kinase-Glo luminescence; actives 0.4% (n = 360,000); inhibition, % at 11.9 µM;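 active = inhibition above a per-plate cutoff of the control wells' mean inhibition plus 3 SD, cut at about 5.5% in these data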;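 also: 0% = DMSO wells median and 100% = median of wells with control inhibitor compound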
#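 Measured by: Kinase-Glo luciferase luminescence reporting remaining unconsumed ATP. Material: purified T. brucei MetRS enzyme. Doses: 11.9 µM compound single dose, 0.9% DMSO. Medium: HEPES buffer containing pyrophosphatase, BSA, spermine, DTT. Times: 15 min preincubation, 2 h reaction, all 25 °C. Reagent: methionine, ATP and bulk E. coli tRNA.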
# DNMT1 inh: DNMT1 (human) enzyme inhibition; DNMT1 molecular beacon, Hinp1I cleavage, fluorescence; P26358; actives 0.83% (n = 360,000); inhibition (reported as % activation of signal), % at 10 µM; AID 588458; in the data active = inhibition above about 50%
# LMPTP block: LMPTP (human) inhibition | P24666 | recombinant LMPTP-A, OMFP fluorogenic substrate, fluorescence intensity | inhibition, % at 20 µM | actives 0.22% (n = 360,000) | AID 651560;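 active = compounds that cut the enzyme signal by at least half of the control window in the single-dose screen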;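 also: plate controls were DMSO wells with enzyme plus substrate for no effect and substrate without enzyme for full effect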
# Target sequence (P24666 whole entry, looked up): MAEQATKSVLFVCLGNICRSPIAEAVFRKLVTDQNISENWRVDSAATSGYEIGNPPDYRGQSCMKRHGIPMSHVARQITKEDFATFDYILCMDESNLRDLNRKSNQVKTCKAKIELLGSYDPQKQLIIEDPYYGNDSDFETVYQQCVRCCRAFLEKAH
#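 Material: LMPTP-A; amount: 0.625 nM enzyme; doses: single 20 µM dose; times: reaction 50 min, room temperature, dark; technique: fluorescence intensity of OMFP turnover product; benchmarks: no-enzyme and uninhibited controls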
# Scp-1 inhibitor: inhibitors of human Scp-1 phosphatase; Q9GZU7; Recombinant Scp1, phosphopeptide, malachite green phosphate absorbance; inhibition, % at 20 µM; actives 0.88% (n = 340,000); AID 493091;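 active = inhibition above about 50% at 20 µM, limit read from the data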;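 also: plate controls were DMSO wells with enzyme for no effect and wells lacking enzyme for full effect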
# Target sequence (Q9GZU7 76-261 limits assumed): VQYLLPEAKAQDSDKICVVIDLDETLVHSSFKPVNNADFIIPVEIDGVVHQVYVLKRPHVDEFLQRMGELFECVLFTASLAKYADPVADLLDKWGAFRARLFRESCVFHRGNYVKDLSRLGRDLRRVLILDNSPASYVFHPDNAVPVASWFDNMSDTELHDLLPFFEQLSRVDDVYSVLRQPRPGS
#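 System: SCP-1 catalytic domain; Reagent: Phospho 17-mer peptide substrate; Doses: one concentration, 20 µM, with 1.0% DMSO; Incubation: 45 min room-temperature reaction, 5 min colour, 30 min stabiliser; Signal: Phosphate-binding colour reagent, absorbance read at 630 nm.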
# NadD block: inhibitors of Staphylococcus aureus NadD; purified NadD enzyme, colorimetric absorbance read-out; AID 602399; actives 0.78% (n = 360,000); inhibition, % at 20 µM; in the data active = inhibition above about 26%; also: some compounds past the cut are filed as inactive
# * hit, by the source's call; i = inactive; · = not tested or not shown; + = active, no number. Compounds were not picked by outcome. About 4.6% of those tested had a hit in this group.
# Order of values: SUMO1-SIM PPI	Neddylation inh	SKN-1 block	CendR NRP1 mod	STEP block	Tb MetRS inh	DNMT1 inh	LMPTP block	Scp-1 inhibitor	NadD block
> CC(C)CC(=O)OCc1cn(-c2ccccc2)nn1
 : 3	i	-8	2	0	0.7	-3	-0.3	0	1
> COc1ccc(S(=O)(=O)NC2CCCC2)cc1C(N)=O
 : 3	i	2	2	-4	-0.5	2	-1.0	35	2
> N#Cc1c(-c2ccc(Br)cc2)cc(-c2cccnc2)nc1N
 : 8	i	6	-12	-1	-0.8	-6	-1.1	5	0
> CCOc1ccc(NC(=O)CC2C(=O)N(C)C(=S)N2CCCc2ccccc2)cc1 (stereo unspecified)
 : 3	i	0	-6	-1	-0.4	-2	-0.3	-9	-8
> CN(c1ccccc1)c1nc(N)c([N+](=O)[O-])c(NCc2ccccc2)n1
 : 0	i	9	2	0	-0.1	-2	5.1	10	3
> C=CCN1C(=O)CSC1=Nc1ccc(C(=O)O)cc1
 : 1	i	8	-8	2	-0.3	-1	0.0	-11	-10
> O=c1oc2cc(OCc3ccc([N+](=O)[O-])cc3)ccc2c2c1CCCC2
 : -7	i	9	4	-2	0.9	15	0.6	-6	4
> Cc1ccc(S(=O)(=O)N2CCOCC2)cc1C(=O)N1CCN(c2ncccn2)CC1
 : 6	i	-3	2	-2	-0.1	8	-0.8	7	-6
> CCCC(O)(c1ccccc1)C(c1ccccc1)c1ccccn1 (stereo unspecified)
 : 4	i	3	-6	4	-0.3	4	1.9	-13	-3
> Nc1c(S(=O)(=O)c2cccs2)c2nc3ccccc3nc2n1/N=C/c1cccc(O)c1
 : 20	·	6	10	-1	0.0	-22	2.0	-9	45*
> Cc1cccc(C(=O)Oc2coc(CSc3nnc(NC(=O)C4CC4)s3)cc2=O)c1
 : -1	i	1	-27	-1	0.4	4	-0.7	8	2
> CC(=O)c1cnc(N2CCCCC2)nc1C
 : 12	i	0	10	0	0.2	1	-2.3	2	2
> CC(=O)Nc1ccc2c(c1)nc(C)n2Cc1ccccc1
 : 0	i	20	-14	-3	-0.6	-3	-2.0	1	-7
> CCCCNC(=O)c1onc(CSc2cccc3ccccc23)c1C(=O)O
 : -4	i	-6	-8	-3	0.4	4	1.9	-7	3
> Cc1ccnc(NC(=O)CCC(=O)N(CC(=O)NC2CCCCC2)c2cccc(C)c2C)c1
 : -1	i	23	-10	1	-0.5	2	1.5	-6	4
> COc1ccc(NC(=O)Cc2ccc(C)cc2)cc1S(=O)(=O)N1CCCCC1
 : 0	i	22	7	1	-0.4	-3	0.6	-10	-1
> COc1cccc(OCc2nc3ccccc3[nH]2)c1
 : -1	i	-10	-6	0	1.4	-1	0.2	-10	2
> O=C(Nc1ccc(-c2cn3ccsc3n2)cc1)C1COc2ccccc2O1 (stereo unspecified)
 : 12	i	36*	-12	3	-0.7	-9	2.4	0	9
> CC1=C(C#N)C(NC(=O)C(C)(C)C)(C(F)(F)F)C(=O)N1 (stereo unspecified)
 : 2	i	-4	4	0	-0.4	-1	-1.5	-4	-2
> CCC(=O)Nc1nnc(-c2ccc(Cl)s2)o1
 : -7	i	1	-2	0	0.0	-2	-1.4	-6	-3
> S=C(Nc1ccccc1)Nc1cccc(Cl)c1Cl
 : 1	i	-1	-6	6	-1.3	2	-0.6	-3	-1
> COC(=O)C1=C(C)N(Cc2ccccc2)C(=NCCc2c[nH]c3ccccc23)N[C@H]1c1cccc(C(F)(F)F)c1
 : -43	i	5	-16	-2	2.3	-18	2.2	4	22
> CC(CNC(=O)c1ccc(OC2CCN(Cc3ccccn3)CC2)cc1)c1ccccc1 (stereo unspecified)
 : -4	i	-10	-5	2	-0.5	0	1.1	·	-4
> CCOC(=O)C1CCN(CC(=O)Nc2c(C(=O)OC)n(C)c3cccc(C)c23)CC1
 : -2	i	17	-1	4	-1.1	-2	-2.2	-10	-2
> Cc1[nH]c(=O)[nH]c(=O)c1S(=O)(=O)Nc1cccc([N+](=O)[O-])c1C
 : 0	i	14	-9	1	-0.1	1	0.0	-3	-1
> CCC1(O)C(=O)OCc2c1cc1n(c2=O)Cc2cc3c(N)cccc3nc2-1 (stereo unspecified)
 : -31	i	5	12	-1	-0.1	-4	0.8	0	2
> Cc1ccc(C(=O)N2CCCC2)cc1S(=O)(=O)Nc1ccccc1
 : 1	i	4	-14	-1	0.0	4	-1.2	0	-1
> COCCCNC(=O)CCC(=O)NNc1nc2ccccc2c2nc(C)nn12
 : 1	i	3	-2	3	-0.5	0	-0.9	-7	3
> COc1ccc(-n2nc3c(N4CCC(C(=O)NCCc5ccccc5C)CC4)nnc(C)c3c2C)cc1
 : -14	i	-3	7	1	-0.5	5	28	3	9
> COC(=O)c1ccc(C(=O)OC)c(NC(=O)/C=C/C(=O)O)c1
 : -4	+	-5	5	-1	0.0	-1	-1.1	-4	0
> O=C(c1cccc(S(=O)(=O)NCc2ccccc2)c1)N1CCCCC1
 : -49	i	5	-1	-2	-0.3	-9	-10	-6	3
> CCc1ccc(N2CC(C(=O)OCC(=O)Nc3ccc(C#N)cc3)CC2=O)cc1 (stereo unspecified)
 : -3	i	1	7	-3	0.1	0	0.2	-12	-9
> CCC(=O)NC(=S)NNC(=O)c1ccc(O)cc1
 : 1	i	0	-7	-1	0.9	1	4.2	-3	9
> CCCc1cc(=O)[nH]c(SCC(=O)c2cc(C)n(C(C)COC)c2C)n1 (stereo unspecified)
 : 1	i	-11	5	1	-0.7	3	-0.3	-5	-2
> S=c1[nH]nc(CSCc2ccccc2Cl)n1-c1ccccc1
 : 3	i	-1	-5	0	-1.0	1	-0.5	-2	-5
> CCCCCCCCN1C(=O)[C@H](CC(=O)NCC2CCCCC2)C[C@@]2(C(=O)OCC)CCCC=C12
 : 2	i	-2	7	·	-0.3	·	5.8	·	4
> Cc1cc2ccccn2c1C(=O)c1ccc(Cl)c([N+](=O)[O-])c1
 : -18	i	-10	13	5	-2.1	2	2.5	-2	-4
> Fc1ccc(OCCCn2ccnc2)cc1
 : 3	i	4	10	-2	0.1	-6	-0.8	-5	-2
> O=C(NCCCN1CCc2ccccc2C1)C1CCN(S(=O)(=O)N2CCC3(CC2)OCCO3)CC1
 : 0	i	-7	5	-2	-0.1	-6	-1.2	-8	-9
> O=C(CCCn1c(=S)[nH]c2cc3c(cc2c1=O)OCO3)NCc1ccccc1Cl
 : -31	i	8	5	-1	-0.4	2	2.7	-5	7
> COc1ccc(C(=O)N2CCNC(=O)C2CC(=O)Nc2ccc(C)c(C)c2)cc1 (stereo unspecified)
 : -4	i	10	16	-3	-0.5	3	-0.7	14	4
> COC(=O)c1cc(=O)nc(NNC(C)=O)s1
 : -11	i	-5	-5	-4	-1.3	7	-0.3	·	-5
> NNC(=O)c1cccc(S(=O)(=O)Nc2cccc(C(F)(F)F)c2)c1
 : 0	i	17	-3	-1	-0.1	3	-0.2	-2	2
> O=C(CNc1ccccc1)N/N=C/c1ccc2c(c1)OCO2
 : -8	i	7	-13	-1	-0.2	-1	-1.0	-7	6
> CC1=C(C(=O)O)N2C(=O)C(NC(=O)c3nn(C)cc3[N+](=O)[O-])C2SC1 (stereo unspecified)
 : -6	i	-14	2	-3	-0.7	-1	-0.5	3	-2

# 4 compounds picked at random from the list so far, as already listed:
# Order of values: SUMO1-SIM PPI	Neddylation inh	SKN-1 block	CendR NRP1 mod	STEP block	Tb MetRS inh	DNMT1 inh	LMPTP block	Scp-1 inhibitor	NadD block
> CCc1ccc(N2CC(C(=O)OCC(=O)Nc3ccc(C#N)cc3)CC2=O)cc1 (stereo unspecified)
 : -3	i	1	7	-3	0.1	0	0.2	-12	-9
> S=c1[nH]nc(CSCc2ccccc2Cl)n1-c1ccccc1
 : 3	i	-1	-5	0	-1.0	1	-0.5	-2	-5
> N#Cc1c(-c2ccc(Br)cc2)cc(-c2cccnc2)nc1N
 : 8	i	6	-12	-1	-0.8	-6	-1.1	5	0
> CCC1(O)C(=O)OCc2c1cc1n(c2=O)Cc2cc3c(N)cccc3nc2-1 (stereo unspecified)
 : -31	i	5	12	-1	-0.1	-4	0.8	0	2

# (further entries)
# Order of values: SUMO1-SIM PPI	Neddylation inh	SKN-1 block	CendR NRP1 mod	STEP block	Tb MetRS inh	DNMT1 inh	LMPTP block	Scp-1 inhibitor	NadD block
> Cc1nnc(SCC(=O)NCC2CCCO2)n1-c1ccccc1 (stereo unspecified)
 : 2	i	-12	10	1	0.4	3	-2.4	-5	-3
> c1ccc2c(c1)CCNC2c1ccncc1 (stereo unspecified)
 : -3	i	2	5	2	-0.2	0	0.4	-4	6
> N/C(=N\OC(=O)COc1ccc(Cl)cc1)c1ccc(Cl)cc1
 : 2	i	11	12	-2	-0.2	2	-0.4	-1	-2
> CC(C)(C)OC(=O)[C@H](Cc1ccccc1)NC(=O)c1nc[nH]c1C(=O)N1CCN(c2ccccc2)CC1
 : 3	i	9	16	-4	-0.7	0	-1.5	-6	10
> C=CCn1c(=O)[nH]c2cc(C(=O)N3CCN(c4cc(C)ccc4C)CC3)ccc2c1=O
 : 10	i	-3	-4	1	-1.6	0	-1.7	3	-1
> COc1ccc(-c2[nH]ncc2-c2cnn(-c3ccccc3)c2)c(O)c1
 : -4	i	-20	-3	1	-0.8	13	0.5	-8	15
> Brc1c(-c2ccc3c(c2)OCO3)nc2ncccn12
 : -15	i	14	-12	-1	-1.0	4	-0.6	-6	-10
> CCOC(=O)N1CCC(c2[nH][nH]c(=O)c2C)CC1
 : 2	i	-3	21	-3	-0.6	-2	-0.5	-6	-5
> COCCCN1C(=O)C(CC(=O)NCc2cccs2)CC(C(=O)N2CCOCC2)=C1C (stereo unspecified)
 : 1	i	5	2	-3	0.4	1	-1.5	·	-1
> COc1ccccc1OCC(=O)N(Cc1nc(-c2ccccc2)no1)C1CCCCC1
 : -2	i	-3	8	4	-1.3	-5	1.6	-16	-7
> Cc1cc(C)n(C(=O)CNC(=O)c2ccc3c(c2)OCCO3)n1
 : -1	i	-7	16	-3	0.0	0	-3.3	-2	3
> CC(=O)Nc1cccc2c1Cc1ccccc1-2
 : 5	i	-5	0	-2	-0.7	0	-0.5	-8	-1
> CCc1nc2ccccc2c(C(=O)Nc2ccc(F)cc2)c1C
 : 6	i	2	1	-2	0.0	4	-1.1	-2	-4
> COC(=O)CCCC1=CC2=CC(=O)C(C)(OC(=O)c3cccs3)C(=O)C2=CN1Cc1ccc2c(c1)OCO2 (stereo unspecified)
 : -6	i	-2	1	4	-0.4	22	26	12	36*
> CC(C)N(C)C1CCN(C(=O)Nc2ccc(Cl)cc2)CC1
 : -2	i	10	-1	-2	-0.2	-1	-3.0	2	-1
> CCCCN(C(=O)c1ccc(C)o1)c1c(N)n(CCCC)c(=O)[nH]c1=O
 : -4	i	15	2	0	-0.5	4	0.4	-2	2
> COc1ccc2ncccc2c1Cc1c(OC)ccc2ncccc12
 : -13	i	-2	-3	1	-0.4	2	56*	-5	1
